Screening results deposited in PubChem BioAssay by Johns Hopkins Ion Channel Center.
KCNQ2 block: KCNQ2 potassium channel inhibitors, primary screen, cell-based, CHO-K1, FluxOR thallium flux, B-score (AID 2156); 20 min; stronger effect = lower value; actives 1.1% (n = 310,000); B-score at 10 µM;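 active = fluorescence ratio B-score at most minus 3 library SDs, with starting brightness B-score within 2 library SDs, cut at about -5.5 in these data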
CHT block: inhibitors of human choline transporter CHT. High affinity choline transporter 1 (Homo sapiens), Q9GZV3. CHT-expressing cells, membrane potential dye, choline response; stronger effect = lower value. B-score at 10 µM. actives 0.86% (n = 310,000);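 active = B-score over 3 SD under the library average, and starting fluorescence ratio not unusually high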;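 note: choline stimulus applied at its EC90 after an EC20 pre-addition; B-score computed on integrated fluorescence ratio after choline addition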
Target sequence (Q9GZV3 whole entry, looked up): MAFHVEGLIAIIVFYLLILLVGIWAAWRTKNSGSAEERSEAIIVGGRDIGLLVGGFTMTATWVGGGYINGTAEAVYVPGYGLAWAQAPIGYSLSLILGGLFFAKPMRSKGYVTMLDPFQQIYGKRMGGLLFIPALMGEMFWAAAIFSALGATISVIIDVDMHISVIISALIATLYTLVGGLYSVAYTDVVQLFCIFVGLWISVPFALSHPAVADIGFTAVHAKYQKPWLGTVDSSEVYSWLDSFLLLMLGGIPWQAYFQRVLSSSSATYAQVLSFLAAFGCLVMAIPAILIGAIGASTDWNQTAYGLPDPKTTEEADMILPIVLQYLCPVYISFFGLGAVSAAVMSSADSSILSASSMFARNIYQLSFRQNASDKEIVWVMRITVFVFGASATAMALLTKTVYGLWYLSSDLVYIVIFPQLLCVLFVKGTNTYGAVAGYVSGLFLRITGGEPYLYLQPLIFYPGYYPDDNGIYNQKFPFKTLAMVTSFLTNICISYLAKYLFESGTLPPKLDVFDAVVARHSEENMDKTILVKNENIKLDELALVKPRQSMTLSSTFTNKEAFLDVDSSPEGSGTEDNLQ
Calls only; i = inactive; nt = not tested or not shown. Compounds were not picked by outcome. Share with any hit: about 1.9%.

Values run as follows: KCNQ2 block	CHT block
COc1cccc(/C=N/NC(=O)c2oc3nc(-c4ccccc4)cc(-c4ccco4)c3c2N)c1
→ i	i
COc1ccc(/C=N/NC(=O)c2cccnc2)cc1CN1CCCc2ccccc21
→ i	i
C/C(=N\NC(=O)c1cccc(N/N=C(\C)c2ccncc2)c1)c1ccncc1
→ i	i
CN(Cc1c(C(=O)N/N=C/c2ccc(O)cc2)nnn1-c1nonc1N)C1CCCCC1
→ i	i
Cc1nc2ccc(-c3ccccc3)cc2o1
→ i	i
CN(C)/C(=N\S(=O)(=O)c1ccc(Br)cc1)c1ccccc1
→ i	i
Cc1cccc(-c2ncc(CN3CCCC(CO)(Cc4ccccc4C)C3)cn2)c1 (stereo unspecified)
→ i	i
COCCCN1C(=O)c2ccc(C(=O)OCC(=O)N(C)c3ccccc3)cc2C1=O
→ i	i
OCCC1CN(Cc2ccccc2OC2CCCC2)CCN1Cc1ccsc1 (stereo unspecified)
→ i	i
Cc1ccc(CNC(=O)C2CCC(=O)N(C3CCCC3)C2)c(F)c1F (stereo unspecified)
→ i	i
O=C(NNC(=O)c1ccccc1F)c1ccc2[nH]c(=O)c(=O)[nH]c2c1
→ i	i
CCSc1ccc([C@@H]2[C@@H]3C(=O)N(C)C(=O)[C@@H]3[C@]3(C(=O)OC)CCCCN23)cc1
→ i	i
O=C(CN(CC1CCCO1)C(=O)c1nsc(Cl)c1Cl)NC1CCCC1 (stereo unspecified)
→ i	i
O=C(CN1CCN(S(=O)(=O)/C=C/c2ccccc2)CC1)NC(=O)NCc1ccco1
→ i	i
COc1ccc(OC)c(CN2CCN(Cc3cc(OC)c(OC)c(OC)c3)CC2)c1
→ i	i
c1ccc(C2(CN3CCNC[C@H]3Cc3cccc4ccccc34)CC2)cc1
→ i	i
CCOC(=O)C1(CCOc2ccccc2)CCN(Cc2cccn2-c2ncccn2)CC1
→ i	i
CCOc1ccc(N(CC(=O)NCc2cccnc2)S(=O)(=O)c2ccc(F)cc2)cc1
→ i	i
CC(C)(C)n1nc2c(c1NC(=O)c1ccccc1S(=O)(=O)C(F)F)CS(=O)(=O)C2
→ i	i
COC(=O)c1sccc1NC(=O)c1ccc(C)s1
→ i	i
FC(F)(F)c1cnc(NNC(=S)Nc2ccccc2Cl)c(Cl)c1
→ i	i
CC(NC(=O)c1cc2cc([N+](=O)[O-])ccc2oc1=O)C1CCCO1 (stereo unspecified)
→ i	i
Cc1ccc(-n2c(SCC(=O)NCC3CCCO3)nc3c(c2=O)SCC3)cc1 (stereo unspecified)
→ nt	i
C/C(=N/NC(=O)CNc1ccc(C)cc1)c1ccc(Cl)cc1
→ i	i
COCCNC(=O)c1sc2ncn(CC(=O)N3CCCCC3)c(=O)c2c1C
→ nt	i
Cc1ccc(S(=O)(=O)CNC(=O)c2ccccc2)cc1
→ i	i
CCCCC(=O)N1CCN(c2nc(-c3ccc(F)cc3)cs2)CC1
→ i	nt
O=c1nc2n(c3ccc(Br)cc13)CCS2
→ i	i
CC1CC(C)CN(C(=O)C2CCN(S(=O)(=O)N3CCC4(CC3)OCCO4)CC2)C1 (stereo unspecified)
→ i	i
O=C(Nc1ccc(-n2ccnc2P(=O)(O)c2ccccc2)cc1)c1ccccc1Cl
→ i	i

Structures listed so far that contain two or more sulfur atoms (three):
Values run as follows: KCNQ2 block	CHT block
CC(C)(C)n1nc2c(c1NC(=O)c1ccccc1S(=O)(=O)C(F)F)CS(=O)(=O)C2
→ i	i
COC(=O)c1sccc1NC(=O)c1ccc(C)s1
→ i	i
Cc1ccc(-n2c(SCC(=O)NCC3CCCO3)nc3c(c2=O)SCC3)cc1 (stereo unspecified)
→ nt	i

The list goes on:
Values run as follows: KCNQ2 block	CHT block
CSc1nnc2c(n1)OC=Nc1ccc(Br)cc1-2
→ i	i
Cn1c2ccccc2c(=O)c2cc(C#Cc3ccc(N)cc3)ccc21
→ i	i
CCOc1ccc(S(=O)(=O)N2CCN(C)CC2)cc1NC(=O)c1ccccc1F
→ i	i
Cc1cc(NC(=O)CSc2nc3ccccc3n2CC(=O)N2CCCCC2)no1
→ i	i
Fc1ccc(-c2nc(-c3cccs3)[nH]c2-c2ccc(F)cc2)cc1
→ i	i
CC1Nc2ncnc(N3CCc4ccccc4C3)c2N(Cc2ccc(Cl)cc2)C1=O (stereo unspecified)
→ i	i
c1csc(Cc2nn3c(-c4ccncc4)nnc3s2)c1
→ i	i
CN(C)C(CNC(=O)c1cc(S(=O)(=O)N(C)c2ccccc2)ccc1Cl)c1cccs1 (stereo unspecified)
→ i	i
Nc1ncc(Br)cc1S(=O)(=O)NCCC(=O)Nc1cccc(Cl)c1
→ i	i
COc1ccc(N=C2SC(CC(=O)Nc3ccccc3)C(=O)N2CC2CCCO2)cc1 (stereo unspecified)
→ i	i
COc1ccc(S(=O)(=O)n2cnc(C)c2)cc1
→ i	i
COC(=O)COc1cccc2c(=O)n(CC(=O)Nc3ccc4c(c3)OCCO4)ccc12
→ i	i
O=C(c1ccc(N2CCCS2(=O)=O)cc1)N1CCN(c2ccccc2)CC1
→ i	i
COc1ccc(C(=O)N/N=C/C2CC=CCC2)cc1OC (stereo unspecified)
→ i	i
CC1Oc2ccccc2N(Cc2ccccc2Cl)C1=O (stereo unspecified)
→ i	i
COC(=O)c1cc(NC(=O)c2c(-c3ccccc3)noc2C)ccc1N1CCOCC1
→ i	i
COc1ccccc1N1CCN(CC(=O)c2ccc(F)cc2)CC1
→ i	i
COc1ccc(Cl)cc1C(=O)Nc1cc(=O)n(C)c(=O)n1C
→ i	i
CCCn1c(=O)c(C(=O)Nc2ccccc2C)c(O)c2ccccc21
→ i	i
O=C(C1CCC(CNS(=O)(=O)c2ccccc2)CC1)N1CCCCC1 (stereo unspecified)
→ i	i
CCc1cc(CNC(=O)CCc2nnc(CCCc3ccccc3)o2)on1
→ i	i
C/C(=N/NC(N)=S)c1cc2ccc(O)cc2oc1=O
→ i	i
Clc1cccc(Cl)c1C[n+]1ccc2ccccc2c1
→ i	i
COc1cccc2sc3ccc(C#Cc4ccc(N)cc4)cc3c(=O)c12
→ i	i
CC(=O)c1ccc(N=Nc2ccc(C)cc2)cc1
→ i	nt
CCOC(=O)c1ccc(NC(=S)NCCCn2ccnc2)cc1
→ i	i
O=C(NCc1ccccc1)Nc1cccn(Cc2ccccc2F)c1=O
→ i	i
CC1CCCC(NC(=O)CNCc2ccccc2F)C1C (stereo unspecified)
→ i	i
O=C(O)c1ccccc1Sc1ncnc2sccc12
→ i	i
COc1cc(NC(=O)c2ccc3c(=O)n(Cc4ccco4)c(=S)[nH]c3c2)cc(OC)c1OC
→ i	i

Following part.
Values run as follows: KCNQ2 block	CHT block
CC(CNC(=O)CCCn1ncn2c(cc3occc32)c1=O)c1ccccc1 (stereo unspecified)
→ i	i
Cc1[nH]nc(-c2ccc(O)c(C)c2O)c1Oc1ccccc1
→ i	i
COc1ccc(C2Nc3ccccc3NC3=C2C(=O)CC(C)(C)C3)cc1OC (stereo unspecified)
→ i	i
Cc1ccc(OCCC(=O)OCC(=O)Nc2ccc(F)cc2)cc1
→ i	i
O=C(Nc1ccc(Cl)cc1C(F)(F)F)C(Sc1cccc[n+]1[O-])c1ccccc1 (stereo unspecified)
→ i	i
Cc1ccccc1NS(=O)(=O)c1nnc(NC(=O)c2ccccc2F)s1
→ i	i
CSC1=NCCN1S(=O)(=O)c1ccccc1
→ i	i
CCCCOc1ccc(C(=O)Nn2c(-c3cccs3)nc3ccccc3c2=O)cc1
→ i	i
Cc1ccc(C(=O)O/N=C2\CC3CCC2(C)C3(C)C)cc1 (stereo unspecified)
→ i	i
CC(CCc1ccccc1)NS(=O)(=O)c1ccccc1Cl (stereo unspecified)
→ i	i
C#CCOCCOCCOCCNc1nc(N2CCN(C(=O)Cn3cc(CCO)nn3)CC2)nc(N2CCN(C(=O)[C@H](C(C)C)n3cc(CCO)nn3)CC2)n1
→ i	i
N#Cc1cccc(C(=O)N(CCc2ccccc2)Cc2cccs2)c1
→ i	i
CCOC(=O)c1nc(-c2ccc(OC)c(OC)c2)no1
→ i	i
O=C(COC(=O)CCc1nc2ccccc2s1)Nc1ccc(Cl)cn1
→ i	i
CCOC(=O)c1ccccc1NC1CC(=O)N(c2ccccc2C)C1=O (stereo unspecified)
→ i	i
O=C(NC(=S)Nc1ccccc1Br)C1CCCC1
→ i	i
Nc1nonc1NC(=O)CSc1ncccc1C(=O)O
→ i	i
O=C(Oc1ccc(-c2csnn2)cc1)c1cccs1
→ i	i
Brc1cc2c(cc1Br)OCCOCCOCCO2
→ i	i
Cc1ccc(/C=C/C(=O)O)cc1S(=O)(=O)NCCO
→ i	i
CC(C)(C)N(Cc1ccccc1)C(=O)c1ccc(Br)o1
→ i	i
CCOC(=O)C1CCN(CC(O)COCc2ccc3c(c2)OCO3)CC1 (stereo unspecified)
→ i	i
Cc1cc2ccccc2c(=O)n1CC(=O)NCC(=O)N1CCCC1
→ i	i
Cc1ccc2oc(=O)c3cc(C(=O)N4CCN(C(=O)c5ccco5)CC4)sc3c2c1
→ i	i
COc1cc(OC)c2ccc(=O)oc2c1C(CCN1CCCC1)c1ccc2c(c1)OCO2 (stereo unspecified)
→ i	i
O=C(Nc1ccc(S(=O)(=O)NCC2CCCO2)cc1)c1ccccc1 (stereo unspecified)
→ i	i
CN(CC(=O)NCCCN1CCOCC1)S(=O)(=O)c1ccc(Br)cc1
→ i	i
O=C(CNC(=O)c1ccc(Cl)cc1Cl)OCCCn1c(=O)[nH]c2ccccc21
→ i	i
CC(CNC(=O)CCS(=O)(=O)c1cc2c(cc1Cl)NC(=O)CO2)c1ccccc1 (stereo unspecified)
→ i	i
Cc1cc(C)cc(N(CC(=O)N2CCC(C)CC2)S(C)(=O)=O)c1
→ i	i

Continuation:
Values run as follows: KCNQ2 block	CHT block
Nc1nc(Nc2ccccc2)nc(NCCO)c1[N+](=O)[O-]
→ i	i
O=C(CNC(=O)C12CC3CC(CC(C3)C1)C2)N1CCN(S(=O)(=O)c2cccs2)CC1
→ i	i
COc1ccc(OC)c(NC(=S)NCCC(c2ccccc2)c2ccccc2)c1
→ i	i
COc1ccc(NC(=O)Cn2c([N+](=O)[O-])cnc2C)cc1Cl
→ i	i
Cc1nc2ccccc2c(=O)n1CCCn1ccnc1
→ i	i
CCOC(=O)c1[nH]c(C)c(C(=O)NCc2cccnc2)c1C
→ i	i
O=C(CSc1c(F)c(F)cc(F)c1F)Nc1ccc(C2SCCS2)cc1
→ i	i
Nc1nc(N2CCN(C(c3ccccc3)c3ccccc3)CC2)n[nH]1
→ i	i
O=C(Nc1nc2c(s1)CCCC2)c1cc(-c2ccncc2)nc2ccccc12
→ i	i
CCN(CC)S(=O)(=O)c1ccc(N2CCOCC2)c(NC(=O)c2ccc(C#N)cc2)c1
→ i	i
COc1ccc(C2=CSC3=NCCN23)cc1
→ i	i
COC(=O)C1=C(C)NC(=S)NC1/C=C/c1ccccc1 (stereo unspecified)
→ i	i
N#C/C(=N/Nc1ccccc1[N+](=O)[O-])C(N)=S
→ i	i
CCN1C(N(C)C)=NC[C@@H]1Cc1ccccc1
→ nt	i
COc1c(-c2ccc(O)cc2)oc2cc(O)cc(O)c2c1=O
→ nt	i
O=C1C(Cc2ccc3[nH]ccc3c2)NC(=S)N1c1ccccc1 (stereo unspecified)
→ i	i
O=C(O)c1cccnc1Sc1ccc(Br)cc1
→ i	i
COC(=O)c1ccc(-c2noc(CN3CCCCC3c3nccn3C)n2)cc1 (stereo unspecified)
→ i	i
O=C(CSc1nnc(-c2cccnc2)n1Cc1ccccc1)N1CCOCC1
→ i	i
COc1ccccc1NC(=O)Cn1c(CCC(=O)O)ccc1-c1ccccc1
→ i	i
Clc1ccc(CSc2ccc(-c3ccco3)nn2)cc1
→ i	i
O=C(NC1CCCC1)C(c1cc2c(cc1[N+](=O)[O-])OCO2)N1CCCC1 (stereo unspecified)
→ i	i
O=C(Nc1ccccc1)NC1CCN(CCCN2C(=O)c3ccccc3C2=O)CC1
→ i	i
O=C1CC2(CCN(C(=O)COc3ccccc3F)CC2)Oc2ccccc21
→ i	i
COc1ccc(OC)c(C2NC(=O)c3sc(=S)n(-c4ccccc4)c3N2)c1 (stereo unspecified)
→ i	i
CCCCCN(C(=O)NC(=O)Nn1cnnc1)S(C)(=O)=O
→ i	i
COC(=O)c1c(C(=O)OC)c(-c2cccc(F)c2)n2c1CS(=O)(=O)C2
→ i	i
COc1ccc(CN(C(=O)CSc2nnc(-c3ccccc3F)o2)c2ccc(F)cc2)cc1
→ i	i
CCCCOc1ccc(C(=O)N2CCN(CC(=O)Nc3ccc(C)cc3)CC2)cc1OC
→ i	i
Cc1nnc(NC(=O)CSc2nnc(-c3ccc(S(=O)(=O)N4CCCC4)cc3)n2C)s1
→ i	i

An excerpt from above in order of heavy-atom count, highest first:
Values run as follows: KCNQ2 block	CHT block
COc1ccc(CN(C(=O)CSc2nnc(-c3ccccc3F)o2)c2ccc(F)cc2)cc1
→ i	i
COC(=O)c1c(C(=O)OC)c(-c2cccc(F)c2)n2c1CS(=O)(=O)C2
→ i	i
Cc1nc2ccccc2c(=O)n1CCCn1ccnc1
→ i	i

(more compounds)
Values run as follows: KCNQ2 block	CHT block
O=C1NC(c2ccco2)Nc2ccccc21 (stereo unspecified)
→ i	i
COc1ccc(S(=O)(=O)N(CC(=O)NCC2CCCO2)Cc2ccccc2)cc1 (stereo unspecified)
→ i	i
CCC(C)(C)n1nnnc1C(c1cc2cc3c(cc2[nH]c1=O)OCO3)N1CCN(C)CC1 (stereo unspecified)
→ i	i
CCCn1c(SCC(=O)NCCc2ccc(OC)c(OC)c2)nc2c1c(=O)n(C)c(=O)n2C
→ i	i
COc1ccccc1N(C)S(=O)(=O)c1ccc(Cl)c(C(=O)NC2=NCCS2)c1
→ i	i
O=C(Nc1cccc(CCc2ccccn2)c1)c1cc(F)c(F)cc1Cl
→ i	i
